aSyn yeast rescue: alpha-synuclein toxicity suppression in yeast. Potency, µM (top dose mostly 46.1 µM), inactives show at the top dose growth rescue (activation), actives largely listed as activators. AID 1347070. S. cerevisiae alpha-synuclein toxicity rescue, BacTiter-Glo growth, 24 h. 94,000 compounds, 0.02% hits; active = well fitted activation curve with a large enough effect; inconclusive = small, poorly fitted or top-dose-only effect; note: 0% is about no effect
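Growth restoration measured by BacTiter-Glo luminescence after 24 hr at 30 deg C; alpha-synuclein yeast, raffinose-pregrown to mid-log, were added at OD600=0.02 in galactose medium onto pinned compounds.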
Numbers without * were called inactive; ? = inconclusive. Potency is the fitted concentration of half-maximal effect.

SMILES	aSyn yeast rescue
CCn1c(=NC(=O)c2ccc(S(=O)(=O)N3CCCCC3)cc2)sc2cccc(OC)c21	-9%
NS(=O)(=O)c1ccc(N/N=C/c2ccc3c(c2)OCO3)c([N+](=O)[O-])c1	-5%
COc1ccc(C(=O)N/N=C/c2ccccn2)cc1	4%
CCCCNC(=O)NCCN1CCOCC1	-5%
S=c1[nH]nc(-c2cc(-c3ccccc3)n[nH]2)n1/N=C/c1cccc(Cl)c1	6%
COc1ccc(-n2nnc(-c3nc(-c4cccs4)no3)c2N)cc1OC	-3%
O=C(CN1C(=O)C2(SCC(=O)N2c2ccccc2)c2ccccc21)NCCc1ccccc1 (configuration not stated)	-8%
COc1ccc(N(Cc2cccs2)C(=O)COc2ccc(C(C)C)cc2)cc1	1%
CC1CCCCN1Cc1nc2c(c(=O)n(C)c(=O)n2C)n1Cc1c(F)cccc1Cl (configuration not stated)	-8%
COc1ccc(Br)c(C(=O)OCc2cc(=O)oc3cc(C)ccc23)c1	7%
CC(NC(=O)COC(=O)c1ccccc1O)c1ccccc1 (configuration not stated)	15%
O=C(CSc1cccc[n+]1[O-])c1ccccc1Br	-8%
CC(=O)Nc1ccc(NC(=O)CSc2ccc(-c3ccc(-n4ccnc4)cc3)nn2)cc1	-6%
CCOc1ccc(-c2nc(CSCC(=O)N3CCN(c4ccc(F)cc4)CC3)c(C)o2)cc1	2%
CCN(CC)C(=O)c1sc(NC(=O)C2c3ccccc3Oc3ccccc32)c(C(=O)OC(C)C)c1C	-5%
COc1ccc(NC(=O)C2CCN(S(=O)(=O)c3ccc(Br)s3)CC2)cc1OC	-7%
O=C(Nc1cccc(C(F)(F)F)c1)c1ccc(N2CCNCC2)c([N+](=O)[O-])c1	2%
Cc1c(C)c2cc3c(c(C)c2oc1=O)OCN(CCc1ccccc1)C3	-15%
CCCn1c(O)c(C=Nc2ccccc2)sc1=S	2%
Cc1ccccc1NC(=O)CN1C(=O)CCn2nc(-c3cccn3C)cc21	1%
CCOCCc1nn2c(=O)cc(COC(=O)CNC(=O)c3ccc(F)cc3)nc2s1	9%
CC1(C)CC2(CCCN(CC(O)(c3ccccc3)c3ccccc3)C2)CCO1 (configuration not stated)	-11%
NC(=S)NN=Cc1nccc2c(C(F)(F)C(F)(F)C(F)(F)F)cccc12	11%
Cc1cc(C(=O)N2CCCC(Nc3ccc(C)c(C)c3)C2)nc(C)n1 (configuration not stated)	-6%
COc1cccc(CNc2nc3ccc(C)cc3n3cnnc23)c1	-5%
COc1ccc(Cl)cc1S(=O)(=O)N1CCCC1=O	11%
Cc1ccc(-c2ccc(CCC(=O)O)n2-c2cccc(C)c2C)cc1	-4%
O=C(COC(=O)c1cccc(-n2cnnn2)c1)c1ccc(Br)cc1	3%
Cc1cccc(-n2c(SCc3nc(-c4ccccc4C)no3)nnc2-c2ccccc2)c1	1%
CC(C)c1cc(C(=O)NCc2ccc(F)cc2)no1	4%
O=C(O)c1ccc(CSC2CCCCC2)cc1	-6%
O=C(c1cccnc1)N1CCN(S(=O)(=O)c2ccc(F)cc2)CC1	2%
CCCCc1nn2c(=O)cc(COC(=O)c3ccccc3NC(=O)C(C)(C)C)nc2s1	-2%
Cc1cc(F)ccc1NC(=O)Cn1c(=O)ccc2cc(S(=O)(=O)N3CCC(C)CC3)ccc21	-3%
Cc1ccc(S(=O)(=O)c2cn(C)c3cc(N4CCCCC4)c(F)cc3c2=O)cc1	3%
Cc1ccc(N2CC(C(=O)NC3CCCCCC3)CC2=O)cc1 (configuration not stated)	11%
O=C(OCc1ccccc1Cl)c1ccc(-c2nnn(Cc3ccccc3Cl)n2)cc1	-4%
Cc1ccc(C)c(CSc2nc(-c3ccccc3F)nc3c2Cc2c(CO)cnc(C)c2O3)c1	-5%
COc1ccccc1CN(Cc1c(Cl)cccc1Cl)S(=O)(=O)c1ccc(Br)cc1	13%
COc1ccc(NC(=S)Nc2ccc(S(N)(=O)=O)cc2)c(OC)c1	3%
O=C(NCc1ccc2c(c1)OCO2)c1ccc2c(c1)N(Cc1cccc(Cl)c1)C(=O)c1ccccc1S2	6%
CCc1ccc(NC(=O)c2ccc3c(O)c(S(=O)(=O)c4ccc(Cl)cc4)c(=O)[nH]c3c2)cc1	6%
CCOc1ccc(NC(=O)CSc2nnc(-c3ccc(OCC)cc3)o2)cc1	-4%
Cc1ccn2c(Nc3ccc(F)cc3)c(-c3ccc(C)o3)nc2c1	-17%
CCOc1ccc(NC(=O)CC2C(=O)N(c3ccccc3)C(=O)N2CCc2cccs2)cc1 (configuration not stated)	5%
CCCOc1cccc(C2c3c(oc4ccc(F)cc4c3=O)C(=O)N2CCc2ccc(OC)cc2)c1 (configuration not stated)	8%
Cc1ccccc1OCCc1c(C)[nH]c(=S)[nH]c1=O	-7%
C[C@H](NC(=O)c1ncn2c1C(=O)NC[C@H]2C)C(=O)OC(C)(C)C	-5%
O=C(Nc1ccc(N2CCOCC2)cc1)C1(c2ccc(Cl)cc2)CCC1	7%
Cn1c(SCC(=O)N2CCOCC2)nnc1-c1ccncc1	0%
O=C(NCc1ccc2c(c1)OCO2)Nc1cccc2ccccc12	5%
Cc1c(-c2nsc(NC(=O)c3ccccc3)n2)nnn1-c1ccc(C(F)(F)F)c(Cl)c1	0%
O=C(Nc1c2c(nn1-c1ccccc1)CS(=O)(=O)C2)c1ccc(Br)o1	11%
Cc1ccc(S(=O)(=O)CC(=O)Nc2sc3c(c2C#N)CCCC3)cc1	-4%
CCOc1ccc(C2c3[nH]c4ccccc4c3CCN2CCCn2cccn2)cc1 (configuration not stated)	11%
COc1ccc(/C=N/Nc2cc(C)nc(N3CCOCC3)n2)cc1	1%
Cc1nc2ccc(S(=O)(=O)Nc3cc(-c4nc5cccnc5s4)ccc3C)cc2s1	1%
O=C(CSc1nc(C(F)(F)F)cc(=O)[nH]1)N1CCC(Cc2ccccc2)CC1	-5%
O=C(COC(=O)c1nc(Cl)c(Cl)c(Cl)c1Cl)c1ccc[nH]1	14%
CCOc1ccccc1NC(=O)C(CC)Sc1nc2ccncc2[nH]1 (configuration not stated)	1%

Three compounds out of the list, arranged by SMILES length, lowest first:
SMILES	aSyn yeast rescue
O=C(Nc1ccc(N2CCOCC2)cc1)C1(c2ccc(Cl)cc2)CCC1	7%
C[C@H](NC(=O)c1ncn2c1C(=O)NC[C@H]2C)C(=O)OC(C)(C)C	-5%
CCc1ccc(NC(=O)c2ccc3c(O)c(S(=O)(=O)c4ccc(Cl)cc4)c(=O)[nH]c3c2)cc1	6%

(cont.)
SMILES	aSyn yeast rescue
CN(C)c1ccc(CNc2nc3ccccc3n2C)cc1	-10%
O=C(CSc1ccccc1)N1CCN(S(=O)(=O)c2ccccc2F)CC1	0%
CCOc1cccc(CC(=O)N2CCc3c([nH]c4ccccc34)C2c2ccccc2)c1OCC (configuration not stated)	?
CCN(CC(=O)Nc1ccc2c(c1)OCCO2)C(=O)C(C)Oc1ccc(F)cc1 (configuration not stated)	14%
Cc1ccc(O)c(CNc2ccc(S(=O)(=O)Nc3nccs3)cc2)c1	-4%
CCOc1ccccc1NC(=O)Cn1c(=O)n(CCC(=O)NCc2ccc3c(c2)OCO3)c(=O)c2ccccc21	-7%
CN1C(=O)[C@H]2[C@@H](c3ccc(C(F)(F)F)cc3)N[C@]3(CCCN(Cc4ccc(C(F)(F)F)cc4)C3=O)[C@H]2C1=O	-4%
CCc1ccc2c(c1)-c1ccccc1S(=O)(=O)N2CC(=O)N1CCCCC1	7%
COc1ccc(CNC(=O)c2cc3cccc4c3n2CC(C)S4)cc1OC (configuration not stated)	10%
O=C(NCCCO)C(=O)NCc1ccccn1	-3%
O=C(NCCc1ccc(C(F)(F)F)cc1)C1COc2ccccc2O1 (configuration not stated)	12%
O=Nc1c(-c2ccccc2)n(O)[n+]([O-])c1-c1ccccc1	-9%
O=C(CCCN1C(=O)c2ccccc2C1=O)Nc1nc2ccccc2[nH]1	5%
Cc1nc(N2CCCC2)c2c(C(=O)N3CCN(c4ccccc4)CC3)c(C)oc2n1	10%
Clc1ccc(-c2nc3ccc(Br)cn3c2Cc2ccccc2)cc1	10%
CCCCNc1nc2c(S(=O)(=O)c3ccc(C)c(C)c3)nnn2c2ccsc12	?
O=C(NCCc1csc2nc(-c3cccc(F)c3)nn12)c1ccc(Br)o1	14%
O=C(NCCN1CCOCC1)c1cccc(Br)c1	4%
O=C1NC(Cc2ccc(O)cc2)c2nc3cc(F)c(F)cc3c(=O)n2-c2ncccc21 (configuration not stated)	-8%
CC(C)(C)c1ccc(C2=NC(=O)C(CC(=O)O)S2)cc1 (configuration not stated)	-7%

Part of the list above in order of length of the SMILES, low to high:
SMILES	aSyn yeast rescue
O=C(NCCCO)C(=O)NCc1ccccn1	-3%
O=C(NCCN1CCOCC1)c1cccc(Br)c1	4%
CN(C)c1ccc(CNc2nc3ccccc3n2C)cc1	-10%
Clc1ccc(-c2nc3ccc(Br)cn3c2Cc2ccccc2)cc1	10%
O=C(NCCc1ccc(C(F)(F)F)cc1)C1COc2ccccc2O1 (configuration not stated)	12%
COc1ccc(CNC(=O)c2cc3cccc4c3n2CC(C)S4)cc1OC (configuration not stated)	10%
O=C(CSc1ccccc1)N1CCN(S(=O)(=O)c2ccccc2F)CC1	0%
O=C(COC(=O)c1nc(Cl)c(Cl)c(Cl)c1Cl)c1ccc[nH]1	14%
O=C(NCCc1csc2nc(-c3cccc(F)c3)nn12)c1ccc(Br)o1	14%
CCc1ccc2c(c1)-c1ccccc1S(=O)(=O)N2CC(=O)N1CCCCC1	7%
CCCCNc1nc2c(S(=O)(=O)c3ccc(C)c(C)c3)nnn2c2ccsc12	?
CCN(CC(=O)Nc1ccc2c(c1)OCCO2)C(=O)C(C)Oc1ccc(F)cc1 (configuration not stated)	14%
Cc1nc(N2CCCC2)c2c(C(=O)N3CCN(c4ccccc4)CC3)c(C)oc2n1	10%
CCOc1cccc(CC(=O)N2CCc3c([nH]c4ccccc34)C2c2ccccc2)c1OCC (configuration not stated)	?
CCOc1ccccc1NC(=O)Cn1c(=O)n(CCC(=O)NCc2ccc3c(c2)OCO3)c(=O)c2ccccc21	-7%
CN1C(=O)[C@H]2[C@@H](c3ccc(C(F)(F)F)cc3)N[C@]3(CCCN(Cc4ccc(C(F)(F)F)cc4)C3=O)[C@H]2C1=O	-4%

Additional results.
SMILES	aSyn yeast rescue
Cc1ccc(C)c(NC(=O)CCCn2nc(C)c3sc4ccccc4c3c2=O)c1	-3%
COc1ccc(OC)c(S(=O)(=O)N2CCN(CC(O)COc3ccc(C#N)cc3)CC2)c1 (configuration not stated)	-7%
S=C(Nc1cccnc1)NC1CCCCCCC1	-1%
CN(CC(=O)OCC(=O)NCc1ccccc1)S(=O)(=O)c1ccc(Cl)cc1	-6%
Cc1c(Cc2ccccc2)sc(NC(=O)/C=C/c2cccc3ccccc23)c1C(N)=O	-2%
CCn1nnc2cc(C(=O)Nc3ccc(C)c(Cl)c3)ccc21	-8%
Cc1ccc(C(=O)C[n+]2cc(Br)cc(Br)c2)cc1	6%
O=C(NC1CCCCC1)c1ccc2c(c1)N(Cc1ccc(F)cc1)C(=O)c1ccccc1S2(=O)=O	3%
Cn1nc(C2CC2)cc1NC(=O)CC(CC(=O)O)c1ccccc1 (configuration not stated)	1%
CCOc1ccc(-n2c(SCc3ccc(C(=O)OC)o3)nc3c([nH]c4ccccc43)c2=O)cc1	-7%
CC(=O)NCCOc1nc(N2CCCCC2)nc(N2CCCCC2)n1	1%
CCOc1ccc(C2=NC(c3ccncc3)=Nc3ccc(C)cc3N2)cc1OCC	-9%
Cc1ccc(NC(=O)Nc2ccccc2)c(Br)c1	-5%
CC(C)(C)c1cc(OS(C)(=O)=O)ccc1O	-1%
COc1ccccc1CNC(=O)CCCn1c(=O)c2ccccc2n(Cc2ccccc2F)c1=O	-8%
O=C(NCCCc1nc2ccccc2n1Cc1cccc(Cl)c1)c1ccco1	2%
Cc1nc(Nc2ccc(S(N)(=O)=O)cc2)sc1-c1ccccc1	-2%
COC(=O)c1ccc2c(=O)n(CCCCCC(=O)NCCc3ccccc3)c(=O)[nH]c2c1	-17%
CCOc1cccc(C(=O)N(Cc2ccc(F)cc2)Cc2ccco2)c1	8%
Cc1ccc(N(CC(=O)NCC2CCCO2)C(=O)Cn2nnc(-c3cccs3)n2)cc1 (configuration not stated)	-10%
CC(C)C(C)NC(=O)CN1C(=O)NC(c2ccccc2)(c2ccccc2)C1=O (configuration not stated)	7%
O=C(Cn1cnc2ccccc2c1=O)Nc1ccccc1N1CCOCC1	4%
CCOCCn1c(CN2CCCC(C)C2)nc2c1c(=O)n(C)c(=O)n2C (configuration not stated)	-1%
CCN(C(=O)CSc1nnc(COc2cccc(C)c2)o1)c1nc(C)cs1	9%
Cc1c(Cl)cccc1N1CCn2c1nc1c2c(=O)n(CC(=O)O)c(=O)n1C	-3%
COc1ccc(CCNC(=O)CSc2nnc3ccc(-c4ccccn4)nn23)cc1	0%
COc1ccc(OC)c(CN2CCCC(C(=O)c3ccccc3SC)C2)c1 (configuration not stated)	3%
CC(CCc1ccccc1)NC(=O)CCN1N=C(c2ccccc2)CCC1=O (configuration not stated)	5%
O=C1CNC(=S)N1Cc1cccc(Cl)c1	10%
CCc1nnc(NC(=O)c2ccc(COc3cccc(C)c3)o2)s1	4%
Cc1ccsc1C(=O)OCC(=O)Nc1cccc(S(=O)(=O)N2CCCCC2)c1	15%
CNCc1cn2cc(Cl)ccc2n1	6%
Cc1ccc(Cn2ccnc2SCC(=O)Nc2nc3ccccc3s2)cc1	?
O=c1cccc2c1c1cc[nH]c3ccc(=O)n2c31	-1%
CCOC(=O)C1=C(CN2CCN(c3cccc(Cl)c3)CC2)NC(=O)NC1c1ccc(Cl)cc1 (configuration not stated)	5%
Cc1ccc(Cl)cc1Nc1nn2c(=O)c3ccc(C(=O)NCc4ccc(F)cc4)cc3nc2s1	5%
COc1ccc(CC(=O)Nc2ccc3c(c2)OC2(CCCC2)O3)c(OC)c1	4%
CCc1ccc(NC(=O)c2cc(C(C)=O)n3ccccc23)cc1	10%
COc1cccc(C(=O)NCCNC(=O)c2ccco2)c1	-3%
Nc1ccn([C@@H]2O[C@H](CNCc3ccc(C#CCCO)cc3)[C@@H](O)[C@H]2O)c(=O)n1	-7%

These rows are one share of the data. The share of hits here may be higher or lower than overall.
